Screening results from PubChem BioAssay.
Tb PYK inh: inhibitors of Trypanosoma brucei pyruvate kinase. Potency, µM (doses to about 76.8 µM), for inactives: at the highest dose activity, negative = inhibition, hits mostly inhibitors. TbPYK enzyme, Kinase-Glo Plus ATP luminescence, 45 min. AID 624173. Q57TT1. actives 0.12% (n = 410,000); further: potency means the concentration at half of the fitted maximal effect; on the % scale 0 is the no-effect control and ±100 the full control effect; nearly all actives have a fitted effect of over 50% in size
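Screened from lowest to highest concentration, compounds were pinned into TbPYK/substrate mixtures, and ADP (130 uM final) was added. Plates sat at room temperature for 45 min prior to Kinase-Glo Plus detection by luminescence.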
Pf growth 48h: inhibits P. falciparum growth in the first generation, 48 h; P. falciparum luciferase growth in erythrocytes, 48 h; Potency, µM (top dose mostly 28.7 µM), without a hit: at the top dose activity change, negative = inhibition, actives largely listed as inhibitors; actives 5.9% (n = 310,000); further: potency means the concentration at half of the fitted maximal effect; on the % scale 0 is the no-effect control and ±100 the full control effect
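Compounds are pin-transferred into medium, infected erythrocytes (2% hematocrit, 0.1% parasitemia final) are added, and plates sit one parasite generation at 37 C in 5% CO2. Detection reagent is then added and luminescence measured.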
AMA1 RON2 block: disrupts binding of P. falciparum AMA1 to RON2; AlphaScreen AMA1-biotinylated RON2 peptide binding; Potency, µM (series often up to 58.2 µM), without a hit: at the highest dose activity change, negative = inhibition, hits mostly inhibitors; actives 0.2% (n = 360,000); AID 720542;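 further: potency means the concentration at half of the fitted maximal effect; 0% = vehicle wells and -100% = peptide control; nearly all actives have a fitted effect of over 45% in size; some results filed as inactive show a strong effect at the top dose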
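AMA1 (3D7) with his tag at 25 nM final met compounds first, then biotinylated RON2 peptide at 25 nM; detection used donor plus acceptor beads, 10 µg/mL apiece, read by AlphaScreen after 30 min at room temperature.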
LmPK inhibitor: blocks Leishmania mexicana pyruvate kinase activity; actives 0.37% (n = 290,000); purified LmPK, Kinase-Glo ATP luminescence, 1 h; Potency, µM (titrated, usually from 57.5 µM), without a hit: at the highest dose activity change, negative = inhibition, most hits filed as inhibitors; Q27686; further: potency means the concentration at half of the fitted maximal effect; on the % scale 0 is the no-effect control and ±100 the full control effect
Target sequence (Q27686 whole entry, looked up): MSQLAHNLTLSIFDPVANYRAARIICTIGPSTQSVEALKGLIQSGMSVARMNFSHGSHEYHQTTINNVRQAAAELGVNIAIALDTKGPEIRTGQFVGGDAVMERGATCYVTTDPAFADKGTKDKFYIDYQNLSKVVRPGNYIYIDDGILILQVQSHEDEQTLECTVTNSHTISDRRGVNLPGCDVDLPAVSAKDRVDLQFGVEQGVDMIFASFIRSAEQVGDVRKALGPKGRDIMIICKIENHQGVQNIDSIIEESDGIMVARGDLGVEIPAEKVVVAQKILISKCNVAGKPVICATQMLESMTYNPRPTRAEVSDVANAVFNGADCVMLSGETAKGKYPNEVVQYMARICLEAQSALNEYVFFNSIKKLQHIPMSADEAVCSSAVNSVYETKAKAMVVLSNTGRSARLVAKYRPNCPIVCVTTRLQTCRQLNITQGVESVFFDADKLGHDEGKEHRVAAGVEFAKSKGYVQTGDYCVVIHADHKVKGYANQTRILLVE
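Purified LmPK (0.1 nM) converted ADP (0.1 mM) to ATP with PEP (0.5 mM) in imidazole buffer pH 7.2 with KCl and MgCl2, 1 h at room temperature. ATP was read by Kinase-Glo luminescence; data normalized to uninhibited and no-enzyme controls.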
CHX counter: counter-screen for Shiga toxin inhibitors: cycloheximide protein synthesis inhibition; actives 12% (n = 300,000); max response, %; cell reporter, cycloheximide protein synthesis inhibition counterscreen; in the data active means max response mostly above about 13%, no sharp cut-off; inactive means mostly below about 14%; further: read at 38.3 µM for the half of the compounds with a filed dose; 0% is about no effect
Pf growth 96h: P. falciparum growth inhibition at 96 hours; AID 504834; P. falciparum luciferase reporter growth, 96 h; Potency, µM (titrated, usually from 28.7 µM), for inactives: at the highest dose activity change, negative = inhibition, actives largely listed as inhibitors; actives 6.9% (n = 320,000); further: potency means the concentration at half of the fitted maximal effect; on the % scale 0 is the no-effect control and ±100 the full control effect
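Plates of compound plus infected erythrocytes (2% hematocrit, 0.05% parasitemia final) incubate 96 hours, 37 C, 5% CO2. Detection reagent added; reduced luminescence from the parasites' luciferase reporter flags inhibition.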
Shiga inhibitor: blocks Shiga toxin action in Vero cells | Vero cells, Shiga toxin protein synthesis inhibition reporter | inhibition, % at 38.7 µM | actives 9.2% (n = 290,000) | AID 2315; in the data active means inhibition mostly above about 28%, no sharp cut-off; inactive means mostly below about 43%; further: 0% is about no effect
Numbers without * were called inactive; ? = inconclusive; . = not tested or not shown; & = joins results of further samples; [ ] = another dose, or the depositor's remark. Unless noted, the call rests on the fitted dose curve; in most records, active means well fitted curve in the direction sought with a large enough effect; inconclusive means small, poorly fitted or top-dose-only effect, or another doubt; inactive means no such curve, though single readings can be large; an effect the other way counts as inactive or inconclusive.

SMILES	Tb PYK inh	Pf growth 48h	AMA1 RON2 block	LmPK inhibitor	CHX counter	Pf growth 96h	Shiga inhibitor
COc1ccc(-c2cc(C(=O)Nc3cc(C)nn3-c3ccccc3)no2)cc1OC	0%&-7%	?	10%	5%	-3	-8%	2
COc1ccc(S(=O)(=O)NC(C)C(=O)NCc2ccc3c(c2)OCO3)cc1OC (configuration not stated)	-7%	1%	-7%	-7%	-6	1%	2
C=CCOc1ccc(CNCCc2ccc(S(N)(=O)=O)cc2)cc1	-2%	-8%	0%	-3%	-4	-12%	-14
COC(=O)Cc1nnc(NC(=O)c2ccccc2)s1	-2%	4%	-2%	-2%	12	?	2
CCOCCOc1nc(C)cc(C)c1S(=O)(=O)c1ccccc1C	7%	?	?	-11%	-1	?	17
N#CCCn1cc(C(=O)Nc2ccc([N+](=O)[O-])cc2)c(-c2cc3ccccc3o2)n1	-2%	2%	-8%	-1%	-4	4%	-13
Cc1ccccc1N(CC(=O)N/N=C/c1ccc(N(C)C)cc1)C(=O)c1ccccc1	-4%	7%	-3%	-1%	34*	.	31
Cc1ccccc1-c1nnc(NC(=O)CSc2nc3ccccc3s2)s1	6%	23%	29%	1%	-3	-10%	-4
CC(C)(C)c1nc(CN2CCOCC2)ccc1O	5%	?	-16%	0%	-4	-1%	-8
CC(C)C[C@H](NC(=O)N1CC(=O)Nc2ccccc21)C(=O)N[C@@H](C(=O)O)c1ccccc1	6%	8%	-10%	0%	-1	35%	-6

Only AMA1 RON2 block, Shiga inhibitor and LmPK inhibitor, for some of the entries so far:
SMILES	AMA1 RON2 block	Shiga inhibitor	LmPK inhibitor
N#CCCn1cc(C(=O)Nc2ccc([N+](=O)[O-])cc2)c(-c2cc3ccccc3o2)n1	-8%	-13	-1%
CC(C)C[C@H](NC(=O)N1CC(=O)Nc2ccccc21)C(=O)N[C@@H](C(=O)O)c1ccccc1	-10%	-6	0%
COc1ccc(S(=O)(=O)NC(C)C(=O)NCc2ccc3c(c2)OCO3)cc1OC (configuration not stated)	-7%	2	-7%
C=CCOc1ccc(CNCCc2ccc(S(N)(=O)=O)cc2)cc1	0%	-14	-3%
CC(C)(C)c1nc(CN2CCOCC2)ccc1O	-16%	-8	0%

The listing continues:
SMILES	Tb PYK inh	Pf growth 48h	AMA1 RON2 block	LmPK inhibitor	CHX counter	Pf growth 96h	Shiga inhibitor
CC(=O)c1ccc(N2CCN(C(=O)c3ccco3)C(C)C2)c(F)c1 (configuration not stated)	-3%	-17%	4%	4%	-1	8%	-3
Cc1ccc(CN(CC(=O)NC2CCCC2)C(=O)c2csnn2)cc1	-1%	24%	-11%	0%	6	54%[activator]	3
O=C(c1ccc(CSc2nc3ccncc3[nH]2)cc1)N1CCN(c2cccc(Cl)c2)CC1	-6%	?	13%	2%	-4	?	12
CC12CCC(C[N+](C)(CCC[N+](C)(C)C)C1)C2(C)C (configuration not stated)	-12%	-14%	.	.	.	-6%	.
COc1ccc(CC(=O)N2CCC(c3ccccc3)C2)cc1 (configuration not stated)	0%	40%[activator]	0%	0%	23*	41%[activator]	56*
Cc1ccc(NC(=O)C(=O)NCc2ccncc2)cc1	7%	38%[activator]	-6%	-1%	23	29%	29
O=C(Nc1ccccc1)Nc1ccncc1	1%	?	7%	-18%	15	?	57*
CCOC(=O)c1c(C2COc3ccccc3O2)csc1N (configuration not stated)	-11%	.	-7%	12%	5	.	4
COc1ccc(OC)c(N(CC(=O)Nc2ccc3c(c2)OCO3)S(=O)(=O)c2ccccc2)c1	2%	?	-1%	3%	-2	?	3
CCOC(=O)c1ccc(N=Cc2nc(-c3ccccc3)oc2OC(C)=O)cc1	-22%	.	6%	-28%	10	16%	-4
CN(C)/C=N/c1nc2nccc(-c3ccccc3)n2n1	-10%	17%	12%	1%	9	18%	21
C[C@H](NC(=O)Cc1cccc2ccccc12)C(=O)NCc1ccccc1	2%	-12%	-11%	3%	-1	-6%	-5
CCc1ccc2oc(=O)cc(CN3CCC(C)CC3)c2c1	-6%	1.3µM*	-10%	9%	-6	2.9µM*	-11
COC(=O)Cn1c(=NC(=O)C(C)(C)C)sc2c(C)cc(C)cc21	5%	13%	24%	4%	-2	4%	9
O=C(Nc1ccc(F)cc1)/C(Cl)=C/c1ccccc1	-1%	94%[activator]	6%	-18%	40*	6%	62*
CCN(CC)CCn1c(=S)[nH]c2cc(C(=O)NCc3ccccc3Cl)ccc2c1=O	-12%	?	20%	1%	-2	96%[activator]	11
CCOC(=O)N1CCN(C(=O)c2cnn3ccccc23)CC1	-2%	.	-6%	10%	6	10%	13
Cc1cccc(C)c1NC(=O)c1cc(S(=O)(=O)N2CCOCC2)cn1C	1%	8%	1%	0%	-3	?	-7
CCOC(=O)C1CCN(C(=O)/C=C/c2cccs2)CC1	-2%	26%	1%	1%	14	74%[activator]	12
CCSc1nnc(NC(=O)c2ccc(Br)s2)s1	-2%	27%	-7%	-12%	10	1%	-27
Cc1ccc(CSCC(=O)N/N=C/c2sccc2C)cc1	3%	5%	-3%	5%	2	.	-3
CCOC(=O)N1CCN(C(=O)c2cc3ccc(OC)cc3[nH]2)CC1	-7%	7%	-9%	1%	16	14%	4
O=C(CNc1n[nH]c(=O)[nH]c1=O)N/N=C/c1cccnc1	1%	3%	-2%	-2%	-4	32%[activator]	-7
Cc1occc1C(=O)NC(C)C(C)(C)C (configuration not stated)	-5%	9%	0%	0%	-4	.	11
Cc1c(NP(=O)(C(C)(C)C)C(C)(C)C)c(=O)n(-c2ccccc2)n1C	-3%	15%	-7%	-1%	-1	16%	-11
COc1ccc(Cc2nc(C)cc(Cl)n2)cc1[N+](=O)[O-]	-4%	33%	-21%	-1%	1	-7%	7
O=C(O)c1ccc(N2C(=O)CCCC2=O)cc1	-1%	12%	-9%	-8%	-2	17%	-4
O=C(COC(=O)c1ccccc1NCCO)NNC(=O)c1cccs1	-8%	2%	45%[activator]	.	.	37%[activator]	.
CCOC(=O)[C@H]1[C@H]2COc3ccccc3[C@@H]2N2C(=O)c3ccc(Cl)cc3NC(=O)[C@@]12C	2%	?	-14%	.	.	?	.
CC(OC(=O)c1cccc(S(=O)(=O)N(C)C)c1)C(=O)NCc1ccc2c(c1)OCO2 (configuration not stated)	-3%	-13%	-14%	.	.	-3%	.
CCN1CCN(Cc2ccc(NC(=O)c3ccc(C)c(NC(=O)N4CCNC4=O)c3)cc2C(F)(F)F)CC1	-7%&20%&-3%	?	-10%&-1%&5%	3%&-6%	2&-4	?	-7&-8
COCCNC(=O)c1onc(CSc2cc(C)cc(C)c2)c1C(=O)O	-3%	36%[activator]	-3%	-1%	-3	3%	-5
COc1cc(/C=N/NC(=O)c2ccc3c(c2)OCCO3)c(Br)c(Br)c1O	-7%	32%[activator]	19%	4%	32*	34%[activator]	30
CC(=O)Oc1ccc(N(C(C)=O)S(=O)(=O)c2ccc(C)cc2C)c2ccccc12	2%	8.3µM*	-3%	-8%	-1	2.6µM*	-6
Cc1ccc(S(=O)(=O)CCSc2cccc(C(=O)O)c2)cc1	-10%	?	1%	0%	0	193%[activator]	-7
CCOC(=O)N(NC(=O)C(O)(c1ccccc1)c1ccccc1)c1ccccc1	-7%	-13%	6%	0%	3	36%	-7
CCOc1cccc2sc(NC(=O)CC)nc12	?	.	-2%	2%	-3	45%[activator]	29
COc1ccccc1N1CCN(C(=O)NCc2cccc(C(F)(F)F)c2)CC1	-5%	3%	-9%	0%	-2	-5%	-8
O=C1C2C3C=CC(C3)C2C(=O)N1c1ccc(-c2nc3ccccc3o2)cc1 (configuration not stated)	2%	165%[activator]	2%	-9%	29*	3%	110
COc1cccc(C=Nc2cc(C)cc(C)c2)c1O	1%	-13%	22%	-15%	-3	8%	-9
CSc1nccc(Oc2ccc(C#N)cc2)n1	-8%	-5%	-25%	0%	10	8%	23
O=C(CN1CCN(Cc2ccccc2)CC1)Nc1ccc(N2CCOCC2)cc1	-4%	10%	5%	3%	13	56%[activator]	4
S=c1[nH]nc(-c2ccco2)n1/N=C/c1cccc(Cl)c1Cl	-52%	1%	33%[activator]	4%	-1	18%	-9
CC(C)Cn1c(N)c(C(=O)CSc2nc3ccccc3n2C)c(=O)n(C)c1=O	-1%	-6%	-1%	2%	-4	38%[activator]	-9
CCCCOCCCNC(=O)N[C@@H](CCSC)C(=O)OC	3%	?	0%	6%	-3	.	-4
O=C(CSc1nc2ccccc2s1)N1c2ccccc2Sc2ccc(Cl)cc21	1%	?	11%	3%	-3	5.9µM*	-3
CC(=O)NC1=NN(C(C)=O)C(c2ccc(C)cc2)S1 (configuration not stated)	-1%	11%	?	-2%	3	?	-3
CN(C(=O)c1ccccc1C(=O)OCC(=O)Nc1cccc(Br)c1)c1ccccc1	3%	?	0%	.	.	?	.
COc1cccc(C2=NOC(C(=O)Nc3ccc4c(c3)OCO4)C2)c1 (configuration not stated)	-9%	13%	-17%	-2%	3	2%	10
Fc1ccc(NC(=S)Nc2ccccc2Cl)cc1	-19%	4%	-15%	-4%	5	-15%	-8
More compounds follow:
SMILES	Tb PYK inh	Pf growth 48h	AMA1 RON2 block	LmPK inhibitor	CHX counter	Pf growth 96h	Shiga inhibitor
O=C1C2C(c3ccccc3)C=CC(c3ccccc3)C2C(=O)N1CCO (configuration not stated)	6%	11%	-5%	0%	-8	-2%	-24
COc1ccc(CCNS(=O)(=O)c2c(C)[nH]c(C)c2C(=O)N2CCCCC2)cc1OC	2%	?	0%	7%	3	?	16
O=C1OCCC1Sc1nnnn1-c1ccccc1 (configuration not stated)	4%	34%[activator]	25%	0%	-3	2%	8
Cc1ccc(NC(=O)c2ccc(COc3ccc4c(c3)CCC4)cc2)c(C)c1	0%	2%	9%	3%	17*	?	25
Cc1ccc(C(=O)N/N=C/c2nc3ccccc3n2C)cc1	?	?	-14%	-3%	13	?	14
CN(C)S(=O)(=O)c1ccc(C(=O)OCc2ccc([N+](=O)[O-])cc2)cc1	8%	13%	-5%	-3%	13*	7%	18
CCc1nn(CC(=O)NCCCN2CCN(C)CC2)c(=O)c2cc3sccc3n12	-4%	17%	3%	-8%	-11	-28%	-5
Cc1ccc(C(=O)CN2C(=O)NC3(CCCCCC3)C2=O)c(C)c1	-11%	113%[activator]	20%	.	.	114%[activator]	.
C(=N\c1nc2ccccc2n1Cc1ccccc1)/c1cccs1	-5%	-20%	-2%	-5%	-3	-8%	-16
O=C(c1ccc(CS(=O)(=O)c2c(Cl)cccc2Cl)o1)N1CCCC1	-4%	.	4%	9%	-3	-18%	4
CSc1ccc(C2=CC(=O)C[C@H](c3ccc4c(c3)OCO4)C2)cc1	1%	9%	21%	.	.	11%	.
Cc1ccnc(NS(=O)(=O)c2ccc(NC(=O)C3CCCCC3C(=O)O)cc2)n1 (configuration not stated)	-1%	27%	43%[activator]	1%	-3	2.9µM*	22
